Screening results (PubChem)
ARNT TACC3 PPI = disruptors of human ARNT/TACC3 interaction; AlphaScreen His-ARNT PAS-B/GST-TACC3 binding, luminescence; TACC3 fragment carries E629A point mutation; 390,000 compounds, 0.66% hits; inhibition, % at 9.99 µM; AID 623870;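 active = mean inhibition of replicates at least 50% and at least half of replicates each reaching 50%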;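 note: 0% = complete ARNT plus TACC3 wells and 100% = ARNT alone without TACC3; many hits fall short of the cut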
* marks the source's active call; other numbers are inactive results. This is a subset. The share of hits here may be higher or lower than overall.

canonical_smiles	ARNT TACC3 PPI
O=C(/C=C/c1ccc(F)cc1)Nc1cccc(S(=O)(=O)Nc2cccc(C(F)(F)F)c2)c1	-10
COc1ccc(/C=C2\CCCC3C2=NC(=S)NC3c2ccc(OC)cc2)cc1 (stereo not drawn)	0
NC(=S)N=Nc1c(O)n(Cc2ccc(Br)cc2)c2ccccc12	-2
O=C1Cc2ccccc2Sc2cc(OCCCN3CCCCC3)ccc21	2
CN(C)S(=O)(=O)c1cc(NC(=O)COC(=O)CCSc2ccc(Cl)cc2)ccc1Cl	-30
CC(C)N=c1scc(-c2cccs2)n1/N=C/c1ccc(O)c(O)c1O	59*
COc1ccc2c(COC(=O)CCS(=O)(=O)c3ccccc3)cc(=O)oc2c1	-1
CCCCCC(=O)Nc1ccc(-c2csc(C)n2)cc1	-7
C/C=C/c1ccc(OCCOc2cc(C=O)ccc2OC)c(OC)c1	1
Cc1cccc(N(CC(=O)NCc2ccccc2)C(=O)Cn2nnc(-c3ccc(C)o3)n2)c1	2
COc1cc(/C=N/n2c(C)n[nH]c2=S)ccc1OCc1ccccc1	-4
Cc1ccc(-c2nc(SCC(N)=O)c(C#N)c3c2CCCC3)cc1	30
COc1ccc(NC(=O)COc2ccc(C(=O)NC3CCCc4ccccc43)cc2OC)cc1 (stereo not drawn)	3
CCC(CC)=C(C#N)C(=O)NC1CCCCC1	0
COc1ccc(NC(=O)c2ccc3ccccc3n2)cc1S(=O)(=O)N1CCCCC1	8
Cc1cccc(-n2nc3c([n+]2[O-])CCc2nonc2-3)c1C	-2
Cc1cc2cc(CCNC(=O)c3cccc([N+](=O)[O-])c3)c(=O)[nH]c2cc1C	-4
Cc1ccc(S(=O)(=O)N2CCN(CC(=O)N/N=C\c3cccnc3)CC2)cc1	-15
Cc1nn(Cc2ccccc2)c(C)c1NC(=O)CSc1n[nH]c(C)c1[N+](=O)[O-]	-13
N#CCCS(=O)(=O)c1ccc(N)cc1	34
CCN1C(=O)CC(C(=O)NC)SC1=Nc1cc(Cl)c(O)c(Cl)c1 (stereo not drawn)	23*
CC(C)(CNC(=O)/C=C/c1ccc(F)cc1)CNC(=O)/C=C/c1ccc(F)cc1	-2
COc1ccc(CNC(=O)/C=C/c2ccc(S(=O)(=O)NCc3ccco3)cc2)cc1OC	-23
O=C(Nc1cccnc1)c1ccc2c(c1)C(=O)N(Cc1cccnc1)C2=O	-15
CCOC(=O)c1c(C)[nH]c(C(=O)N/N=C/c2cccc(OC)c2)c1C	43
Cc1cc(C(=O)Nc2c(C)nn(Cc3c(Cl)cccc3Cl)c2C)no1	-3
COc1cc(/C=C2\SC(=Nc3ccccc3)N(CCc3c[nH]c4ccccc34)C2=O)ccc1OC(C)C(=O)O (stereo not drawn)	9
CCOC(=O)/C(=C\c1ccc(OC(F)F)cc1)C1=Nn2c(nnc2-c2ccc(Cl)cc2)SC1	-9
O=C(CCCOc1ccccc1)Nc1ncccn1	-7
N#Cc1nnn(-c2ccc(Cl)cc2)c1N	-1
CCOc1cc(N2CCCC2)ccc1[N+](=O)[O-]	-3
Cc1cc(C)cc(NC2=CC(=O)CC(c3ccco3)C2)c1 (stereo not drawn)	-10
FC(F)(F)c1nnc2c(Sc3ccc(Cl)cc3)nc3ccccc3n12	-2
COc1ccc(N2C(=O)C3C4C=CC(C4)C3C2=O)c(OC)c1 (stereo not drawn)	-11
C/C(=N/Nc1ccc(C(=O)O)cc1)c1ccc(O)c(O)c1O	24
COc1ccccc1OCCNC(=O)/C=C/c1ccc([N+](=O)[O-])cc1	-1
COC(=O)c1cc(C(=O)OC)n(Cc2ccc(Cl)cc2Cl)n1	18
Oc1cccc(/C=N/Nc2cc(N3CCCC3)nc(N3CCCC3)n2)c1	11
CC(OC(=O)Cc1c(F)cccc1Cl)C(=O)NCCC1=CCCCC1 (stereo not drawn)	-7
Cc1c(C(=O)OCc2nc3scc(-c4ccccc4)c3c(=O)[nH]2)cccc1[N+](=O)[O-]	-1
CCCn1cnc2c(N)c(C)c(C)cc21	3
CC(Sc1nnc(-c2ccccc2Br)n1-c1cccc(C(F)(F)F)c1)C(N)=O (stereo not drawn)	-6
COc1ccc(S(=O)(=O)N2CCCCC2)cc1NC(=S)Nc1cccc(Cl)c1C	-1
CCOC(=O)/C=C/C(=O)Nc1cccc([N+](=O)[O-])c1	1
CNC(=O)c1ccc(-c2ccc(Cl)c(Cl)c2)s1	1
CN(C)c1ccc(/C=N/NC(=O)CCC(=O)NCc2ccccc2)cc1	-9
Cc1ccc(C2C3=C(CC(C)(C)CC3=O)NC3=C2C(=O)c2ccccc23)cc1 (stereo not drawn)	-2
Cc1c(C(=O)N/N=C/c2ccc(O)c(Br)c2)sc(N)c1C#N	-8
N#Cc1cc2c(nc1SC1CC(=O)N(c3ccccc3)C1=O)CCC2 (stereo not drawn)	9
Cc1cc(CSc2ccccc2)ccc1NC(=O)c1ccc(CN2CCOCC2)cc1	-6
Cn1cnc(S(=O)(=O)NCc2ccccc2)c1	-6
COc1ccc(N=CC2=C(O)CC(c3ccccc3)CC2=O)c(OC)c1 (stereo not drawn)	-10
OCCn1c(-c2ccccc2)csc1=Nc1ccccc1	51*
CC(Oc1ccc(Cl)cc1Cl)C(=O)NNC(=O)C(=O)N1CCCCC1 (stereo not drawn)	-5
Cc1n[nH]c(=O)nc1NCCc1ccccc1	2
CC(=O)/C(=C/c1ccc(N(C)C)cc1)C(=O)c1ccccc1	-2
Cc1ccc(C2CC(C(F)(F)F)n3nc(C(=O)NCCN4CCOCC4)cc3N2)cc1 (stereo not drawn)	-3
CN(C)S(=O)(=O)c1ccc(N2C(=O)CC2(/C=C/c2ccccc2)C(=O)NC2CCCC2)cc1 (stereo not drawn)	2
Cc1cc(C)nc(NNC(=O)NC2CCCCC2)n1	-3
Cc1ccc(NN=C2c3ccccc3-c3ccccc32)cc1	-5

(more compounds)
canonical_smiles	ARNT TACC3 PPI
O=C(c1ccccc1)c1cc([N+](=O)[O-])ccc1N1CCCC1	13
CCOC(=O)c1cccc(COC(=O)c2cccc(-c3nnc(-c4ccccc4)o3)c2)c1	4
C#CCn1c(=NC(=O)c2ccc(Br)s2)sc2cc(NC(C)=O)ccc21	-5
COc1cc(/C=N/NC(=O)CN(CCc2ccccc2)S(=O)(=O)c2ccc(NC(C)=O)cc2)cc(OC)c1OC	-3
CCOC(=O)c1c(NC(=O)C(=O)N/N=C/c2ccccc2OC)sc2c1CCCCC2	-6
O=C(C1CC1)N1CCc2cc(Br)cc(S(=O)(=O)N3CCCCCC3)c21	-2
COc1ccc(-n2nnnc2SCC(=O)NNC(=O)c2ccc([N+](=O)[O-])cc2)cc1	25
O=C(CNC(=O)C(c1ccccc1)c1ccccc1)N/N=C\c1ccc2c(c1)OCO2	-1
CCn1c(SCc2cc(=O)[nH]c3ccccc23)nc2c1c(=O)n(C)c(=O)n2C	-2
COc1ccc2[nH]c3nc(SCc4nnc(-c5ccccc5)o4)nnc3c2c1	2
O=C(COc1ccc(Cl)cc1Cl)NN=C1c2ccccc2-c2ccccc21	-3
COc1ccccc1NC(=O)CC(NC1CCCCC1)C(=O)O (stereo not drawn)	-8
CC(C)C(OC(=O)c1nsc(Cl)c1Cl)C(=O)NCc1ccc2c(c1)OCO2 (stereo not drawn)	27
Cc1ccccc1/C(N)=N/O	4
Cc1ccccc1NC(=S)N(CCCN1CCOCC1)Cc1cccs1	-8
O=C(Cn1c(=O)c2c(ncn2Cc2ccccc2)n(Cc2ccccc2)c1=O)NC1CC1	-3
CC(NC(=O)C1CCCCC1)c1ccc2c(c1)OCCO2 (stereo not drawn)	-5
COCc1cc(=O)n2[nH]c(SC)nc2n1	-1
CCS(=O)(=O)C1=NN2C(=N)/C(=C\c3ccc(SCc4ccco4)o3)C(=O)N=C2S1	-6
O=C(Nc1nnc(-c2ccco2)o1)c1ccc2ccccc2c1	-1
O=C(Nc1ccc(O)c(-c2nc3ccccc3o2)c1)C1(c2ccc(Br)cc2)CCCC1	-16
O=S(=O)(NCc1ccccc1)c1ccc(Cl)cc1	-6
O=C(Nc1ccccc1-c1ccccc1)c1ccc(Cl)c([N+](=O)[O-])c1	-2
C/C(=N\NC(=O)CC#N)c1cc2ccccc2oc1=O	21*
CC(NS(=O)(=O)c1ccc(CCC(=O)NCc2ccco2)cc1)c1ccccc1 (stereo not drawn)	-4
Cc1oc(/C=N/NC(=O)CN(c2ccccc2Cl)S(C)(=O)=O)cc1Br	7
O=C(Cc1ccccc1)Nn1c(O)c(/C=C2\C=Nc3ccccc32)sc1=S	-29
Cc1c2ccccc2nc2c(F)c(NC(C)C)c(F)c(F)c12	-11
O=C(Nc1cc2c(cc1Cl)-c1ccc([N+](=O)[O-])cc1C2=NO)C(F)(F)F	-1
COC(=O)c1cccc(NC(=O)/C=C/c2ccc3c(c2)OCO3)c1	-5
Cc1cc(C(=O)Nc2ccccn2)cs1	-6
CCN(CC)CCCn1c(=S)[nH]c2cc(C(=O)OC)ccc2c1=O	2
CN(c1ccccc1)S(=O)(=O)c1ccc(Cl)c(C(=O)Nc2ccc(-c3nc4ccccc4[nH]3)cc2)c1	0
O=C(COc1ccc(Cl)cc1)Nc1ccc2c(c1)CCC2	-8
O=C(Nc1ccccc1Cl)N(Cc1nc2ccccc2c(=O)[nH]1)Cc1cccs1	-7
O=C(NCc1cccs1)c1cccnc1C(=O)O	2
O=C(Nc1ccc(S(=O)(=O)Nc2ncccn2)cc1)c1cncc(Br)c1	16
Cc1ccnn1CCSCC(=O)O	0
O=C(c1ccc(Cl)c([N+](=O)[O-])c1)N(Cc1ccc(Cl)cc1)C1CCS(=O)(=O)C1 (stereo not drawn)	2
C/C(=N\Nc1ccc(F)cc1)c1ccncc1	-5
Cn1c(-c2ccc(Cl)cc2)ccc(C#N)c1=O	-7
CCOc1cc(/C=C2\C(=O)ON=C2C)ccc1OCc1ccccc1	8
Oc1ccc(/C=N/N=C(c2ccccc2)c2ccccc2)c(O)c1O	22
COc1ccc(OC)c(NC(=O)c2cc3c(Cl)nc4ccccc4c3s2)c1	-24
CCN(c1cccc(C)c1)S(=O)(=O)c1cnc[nH]1	4
CSc1ccc(/C=C(\C#N)C(=O)NC2CCCCC2)cc1	0
CC1CCc2nc3ccccc3c(C(=O)OCC(=O)N3CCc4ccccc43)c2C1 (stereo not drawn)	-3
Cc1ccccc1C(=O)NC(=S)NCCc1ccccc1	-1
CCCCNC(=S)N(C)/N=C/c1ccc(F)cc1	6
Cc1ccc(S(=O)(=O)N2CCOCC2)cc1NC(=O)CSc1nnc2cc(C)c3ccccc3n12	12
CN(C)C(=O)CSc1nc2ccccc2n1Cc1ccccc1	0
CCN(C(=S)NC(=O)c1ccccc1Br)C1CCCCC1	-2
CCN1CCN(C(=S)NCC(C)C)CC1	-6
COc1cc(CNc2nc3ccccc3n2C)cc(OC)c1OC	-4
COc1ccc(N2C(=O)CSC23CCC(C(C)(C)C)CC3)cc1 (stereo not drawn)	-5
CN(C)CCCC1(O)c2ccccc2C=Cc2ccccc21	-2
O=C(CNc1cccc2ccccc12)c1ccc([N+](=O)[O-])cc1	2
COc1cc(/C=C/C(=O)NCCN2CCOCC2)cc(OC)c1OC	6
CCCOC(=O)c1c(NC(=O)CCCn2nc([N+](=O)[O-])c(Cl)c2C)sc(C(=O)OC)c1C	4
Cc1ccn2c(NC(=O)c3cccs3)c(-c3ccccc3)nc2c1	-11

Remaining list, next part.
canonical_smiles	ARNT TACC3 PPI
COc1cccc(-c2nc(CC(=O)O)cs2)c1OC	-5
C=CCN(CC=C)C(=S)NC(=O)c1ccc(C)c(Br)c1	32
COc1cc(C(=O)Nc2cc(C(F)(F)F)ccc2N2CCOCC2)ccc1O	-4
Cc1ccccc1OCCN1C(=O)C(=O)c2cccc(C)c21	-9
Cn1ncc([N+](=O)[O-])c1C(=O)Nc1nccs1	-52
O=C1c2cccc3cccc(c23)C(=O)N1CCN1CCN(CC(O)COCc2ccc(Cl)cc2)CC1 (stereo not drawn)	7
CN1C(=O)c2ccccc2C(C(=O)O)C1c1cccc(Cl)c1 (stereo not drawn)	-6
O=[N+]([O-])c1cccc(-c2n[nH]c(=S)n2Cc2ccccc2)c1	-1
Cn1c(=O)cc(SCC(=O)NCCCN2CCN(c3ccc(F)cc3)CC2)c2ccccc21	2
CN(c1ccccc1)c1nc(N)c([N+](=O)[O-])c(NCc2ccco2)n1	1
Cc1cccc(C(=O)Nc2ccc(NC(=O)Cc3ccc(Cl)cc3)cc2)c1	5
Nc1c(C(=O)Nc2ccccc2)sc2nc(-c3ccco3)ccc12	-4
COc1ccc(S(=O)(=O)NN=C2CCCC2)cc1	-4
O=C(O)c1ccc(/C=N/Nc2nnnn2-c2ccccc2)cc1	8
